PLK1 kinase inh: human PLK1 kinase inhibitors, primary screen, biochemical, TR-FRET; inhibition, % at 10 µM; Serine/threonine-protein kinase PLK1 (Homo sapiens), P53350; recombinant PLK1 kinase, TR-FRET peptide phosphorylation; 97,000 tested, 0.53% active;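 active means inhibition of 50% or more in the single-concentration screen; inactive means inhibition below 50%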;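 further: 0% = DMSO max control and 100% = H-89 dihydrochloride min control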
Target sequence (P53350 whole entry, looked up): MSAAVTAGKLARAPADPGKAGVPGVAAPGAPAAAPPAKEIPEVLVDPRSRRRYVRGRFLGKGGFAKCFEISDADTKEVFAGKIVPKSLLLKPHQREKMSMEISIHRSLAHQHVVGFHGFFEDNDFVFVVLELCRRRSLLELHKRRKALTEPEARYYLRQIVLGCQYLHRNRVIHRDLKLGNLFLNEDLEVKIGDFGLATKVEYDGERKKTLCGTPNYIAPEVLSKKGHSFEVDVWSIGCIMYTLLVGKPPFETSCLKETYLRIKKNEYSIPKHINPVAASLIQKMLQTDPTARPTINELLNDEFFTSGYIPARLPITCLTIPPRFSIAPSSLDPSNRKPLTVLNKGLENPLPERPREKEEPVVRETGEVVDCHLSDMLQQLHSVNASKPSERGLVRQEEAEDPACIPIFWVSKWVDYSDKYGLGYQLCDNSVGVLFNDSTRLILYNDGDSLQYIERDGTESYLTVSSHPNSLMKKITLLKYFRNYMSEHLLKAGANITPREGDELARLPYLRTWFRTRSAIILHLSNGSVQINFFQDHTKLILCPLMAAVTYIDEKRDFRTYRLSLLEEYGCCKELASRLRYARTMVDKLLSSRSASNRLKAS
F-actin modifier: modifiers of F-actin cytoskeleton organization, primary screen, imaging, HUVEC, phalloidin staining, high-content imaging | 91,000 tested, 0.18% active | inhibition, % at 2 µM | HUVEC TNFa F-actin phalloidin imaging;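 active means inhibition above the batch mean plus 3 SD and confirmed as a hit by visual image inspection, cut at about 30% in these data, passing the limit was not always enough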; further: strong numbers were not always called active
hDAT+cocaine: changed hDAT dopamine uptake under cocaine IC80, either direction, primary screen, cocaine antagonist project, cell-based, LLC-PK1 hDAT, [14C]-dopamine uptake, MLSMR; 110,000 tested, 1.3% active; B-score at 10 µM; LLC-PK1 hDAT cells, [14C]-dopamine uptake with cocaine IC80; actives deviate in either direction; AID 449768, 2010; Sodium-dependent dopamine transporter (Homo sapiens), Q01959;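 active means Z score or B-score, a plate-position-corrected score, falls beyond the plate's 99.7% confidence bounds, in either direction; inactive means both scores lie inside the 99.7% bounds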;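 further: scored against the spread of the other compound wells on the same plate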
sEH inh: soluble epoxide hydrolase inhibitors, primary screen, biochemical, human sEH; inhibition, % at 2 µM; 91,000 tested, 0.34% active; Bifunctional epoxide hydrolase 2 (Homo sapiens), P34913; recombinant human sEH enzymatic activity assay; in the data active means inhibition above about 80%; further: values of inactives mirror those of a sister screen read the other way; many of its hits are not listed in these tables
E coli WT exp: growth inhibitors of wild-type E. coli, primary screen, strain BW25113, expanded library, OD600 | OD600 absorbance | growth inhibition, % at 100 µM | 98,000 tested, 0.15% active | AID 710, 2007;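 active means growth inhibition above about 50% at one test dose, limit read from the data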;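 further: growth measured after 20 h incubation at 37 °C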
HUVEC tox TNFa: cytotoxicity in TNFa-stimulated HUVEC, primary screen, cytotoxicity control for VCAM1 expression modulator project, imaging, Hoechst nuclei count. HUVEC TNFalpha-stimulated, Hoechst cell count. cell count reduction, % at 2 µM. 93,000 tested, 0.17% active;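 active means cell count reduction exceeding the screen mean by over 5 SD, scaled to untreated wells per plate, cut at about 78% in these data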;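 further: cells counted after 24 h of TNF alpha exposure following the 1 h pretreatment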
Plk1 PBD FP: Plk1 polo box domain binding inhibitors, primary screen, biochemical, fluorescence polarization. Serine/threonine-protein kinase PLK1 (Homo sapiens), P53350. Plk1 PBD phosphopeptide binding. inhibition, %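 (tested at about 20 µM)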. 97,000 tested, 0.13% active. AID 693, 2007; in the data active means inhibition above about 34%, passing the limit was not always enough
IL1B cytotox: cytotoxicity in IL-1B stimulated HUVEC, primary screen, cytotoxicity control for IL-1B NFkB translocation project, imaging, Hoechst nuclear count, IL-1B stimulus; 94,000 tested, 0.41% active; cell count reduction, % at 2 µM; HUVEC cell count loss;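 active means cell count reduction more than 3 SD above the screen-wide mean, cut at about 70% in these data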;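 further: normalized per plate to untreated control cells as the no-loss baseline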
VCAM1 TNFa inh: inhibitors of TNFa-induced VCAM1 expression, primary screen, imaging, HUVEC, TNFa stimulus, immunofluorescence | AID 802, 2007 | HUVEC TNFa-induced VCAM-1 immunofluorescence, high-content imaging | inhibition, % at 2 µM | 95,000 tested, 0.48% active;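 active means inhibition above the batch mean plus 3 SD, with images confirmed as a hit by eye, cut at about 37% in these data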;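 further: 0% = TNF-stimulated DMSO wells and 100% = unstimulated control wells; not every result past the cut was called active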
* hit, by the source's call; / = not tested or not shown.

SMILES	PLK1 kinase inh	F-actin modifier	hDAT+cocaine	sEH inh	E coli WT exp	HUVEC tox TNFa	Plk1 PBD FP	IL1B cytotox	VCAM1 TNFa inh
NC(=O)C1CCCN(CCc2ccccc2)C1 (stereo unspecified)	-2	-17	0.18	-1	3	-3	0	3	-2
COc1ccc(Cc2nnc(SCC(=O)NCc3ccco3)o2)cc1	-2	-5	0.4	-4	8	-25	-8	-38	-33
CC(=O)/C(C#N)=C1\NC(=O)C(Cc2ccccc2)S1 (stereo unspecified)	-9	8	0.0016	/	-14	-31	-3	-29	7
CC(C)c1ccc(-c2nn[nH]n2)cc1	-18	-37	0.045	-16	-5	-19	-20	-27	15
Cc1cc(NC(=O)CCCC(=O)Nc2ccc(F)cc2)no1	0	/	-0.58	5	-3	/	15	5	/
O=C(NCc1ccco1)N1c2ccccc2Sc2ccccc21	1	-6	0.031	-6	2	-16	-18	-17	-1
c1ccc(CN2CCN(c3ncnc4c3[nH]c3ccccc34)CC2)cc1	30	-4	2.9	18	14	-14	7	33	-8
Cn1c(CS(=O)Cc2c(Cl)cccc2Cl)nnc1SCc1ccc(Cl)cc1 (stereo unspecified)	-4	-17	0.11	7	7	0	-19	-7	-12
O=C(COc1ccc2ccccc2c1)Nc1cccc2cccnc12	-8	0	-7.6*	-4	-5	-15	9	28	9
Nc1cc2c(cc1C(=O)c1ccc(Cl)cc1)OCCO2	-35	-22	1.4	-5	9	-5	-17	-2	21

Look-ups from the entries so far.
IL1B cytotox result of `O=C(NCc1ccco1)N1c2ccccc2Sc2ccccc21` reads -17
E coli WT exp result of `COc1ccc(Cc2nnc(SCC(=O)NCc3ccco3)o2)cc1` reads 8
hDAT+cocaine result of `c1ccc(CN2CCN(c3ncnc4c3[nH]c3ccccc34)CC2)cc1` reads 2.9
hDAT+cocaine result of `NC(=O)C1CCCN(CCc2ccccc2)C1` (stereo unspecified) reads 0.18
IL1B cytotox result of `Cn1c(CS(=O)Cc2c(Cl)cccc2Cl)nnc1SCc1ccc(Cl)cc1` (stereo unspecified) reads -7

Following part.
SMILES	PLK1 kinase inh	F-actin modifier	hDAT+cocaine	sEH inh	E coli WT exp	HUVEC tox TNFa	Plk1 PBD FP	IL1B cytotox	VCAM1 TNFa inh
Cc1nc(C)c(C(=O)C2=C(O)C(=O)N(CCN3CCOCC3)C2c2cccnc2)s1 (stereo unspecified)	-6	0	0.65	-10	-5	-15	8	7	2
CCCn1cc(SCC(=O)Nc2ccc3c(c2)OCO3)c2ccccc21	-14	7	0.37	20	-15	-13	7	-31	19
Cc1cc(C)n(S(=O)(=O)c2cc(Cl)ccc2Cl)n1	1	11	-0.46	-3	9	-4	-28	-2	4
COc1ccc(OCC(O)Cn2c(Nc3ccccc3)nc3c2c(=O)n(C)c(=O)n3C)cc1 (stereo unspecified)	-8	-13	1.6	/	2	-12	-10	-14	34
CC1(C)OC(=O)CC1C(=O)NCc1ccccc1 (stereo unspecified)	-15	-4	2	-6	-3	-3	-13	40	-4
Cc1ccc(S(=O)(=O)Nc2ccccc2CNc2c(C)n(C)n(-c3ccccc3)c2=O)cc1	-2	-10	0.82	-2	-3	-16	-18	-8	13
COc1ccc(/C=C(/C(=O)Nc2ccccc2C(=O)N2CCCC2)c2ccccc2)cc1	-7	9	0.94	0	-17	-1	-5	-12	-12
CCOc1nnc(C)c2c(C)n(-c3ccc(Cl)cc3)nc12	-8	/	0.5	-8	6	13	-17	17	-11
Cc1cc(C(=O)NCc2cccnc2)cs1	-3	-33	-0.58	-7	15	28	-13	20	-26
O=C(Nc1nc2ccccc2n1CCN1CCCCC1)c1ccc(Cl)cc1	6	13	/	7	-6	-11	16	-86	2
CC(=O)c1cc(Cl)ccc1OC(=O)c1ccco1	-2	14	0.44	-8	0	-6	-11	-21	11
COc1ccc(OCC(=O)Nc2ccc(C)cc2)cc1	-4	40	-0.58	-3	12	3	-10	-39	5
CN(c1nc(-c2ccccc2)cs1)C1CCS(=O)(=O)C1 (stereo unspecified)	-9	-21	0.2	-6	5	1	-3	-29	-2
Cc1cccc(C)c1NC(=O)CSc1nnc(NC(=O)CN2CCOCC2)s1	-9	-20	-0.77	7	3	2	-2	-15	0
O=C1NCCN1Cc1cccc(Cl)c1	-5	/	0.1	/	7	/	-24	/	/
CC(O)c1nc2ccccc2n1C/C=C/c1ccccc1 (stereo unspecified)	-3	1	-0.37	-5	3	/	-17	-10	-23
Cc1cccc(-n2cnc(C(=O)N/N=C\c3ccc(Br)cc3)c2)n1	-7	12	-0.34	-1	-6	-16	-7	17	-7
CN(C)c1oc(-c2ccco2)nc1C#N	-3	1	-0.14	1	6	-15	-18	-59	8
CCOc1ccccc1C(=O)n1nc2nc(C)cc(C)c2c1N	-2	22	0.28	4	3	-26	-15	-22	-2
COc1ccc(CN(C(=O)CSc2nnc(-c3ccccc3C)o2)c2ccc(F)cc2)cc1	-6	7	-1	-1	/	-2	10	-19	31
CCOC(=O)c1oc2c(CN3CCN(C)CC3)c(O)ccc2c(=O)c1-c1ccccc1OC	2	4	-0.4	-1	5	-15	10	33	18
Cc1[nH]c2ccc(-c3n[nH]c(=S)n3C)cc2c1C	-12	-18	0.18	5	4	6	7	6	-3
COc1cc2ccccc2cc1-c1nnc(COc2ccccc2)o1	-8	12	-1.4	8	0	-22	-24	-6	10
O=C1CCC(C(=O)Nc2cccc(C(F)(F)F)c2)N1 (stereo unspecified)	-10	21	0.0053	/	/	-11	17	-27	-2
Cc1ccc(C23CC4CC(CC(NC(=O)N5CCN(C)CC5)(C4)C2)C3)cc1	-10	3	0.12	5	11	-20	0	13	5
COCCCNC(=O)C1CCN(S(=O)(=O)N(CC(C)C)CC(C)C)CC1	2	0	-0.51	3	-1	9	3	-18	-8
CCOC(=O)c1[nH]c(=O)[nH]c1COC(=O)c1cc2ccccc2o1	-4	7	-1.4	8	-13	-10	2	-6	-18
CCN(CC)CCCNC(=O)Cn1ncc2c(=O)oc3ccc(C)cc3c21	-17	8	0.00089	10	10	-33	-2	-13	21
CC(=O)c1ccc(OCC(O)CN2CCCC(C)C2)cc1 (stereo unspecified)	-17	6	-0.94	2	3	-26	-2	-2	-2
Cc1csc(NC(=O)CSc2nc(C(C)C)nc3c2c(=O)n(C)c(=O)n3C)n1	66*	/	-0.83	/	2	/	12	/	/
Cc1nn(C)c(Oc2ccccc2)c1[N+](=O)[O-]	-6	-5	-1.4	4	7	-26	-11	0	17
Cc1cccc(NC(=O)CSc2nc(COc3ccccc3)nc3ccccc23)c1C	-19	7	1.4	16	-5	-7	3	-18	-14
COc1ccc(C2N(c3cccc(Cl)c3)C(=O)C3CCCN32)cc1 (stereo unspecified)	-12	0	1.5	-4	1	-9	9	8	-3
COc1ccc2nc(NCCO)[nH]c2c1	-3	-16	-0.65	-16	4	14	-1	11	-2
COc1ccccc1OCCc1nnc(N)s1	-7	-2	0.13	1	4	5	-6	-7	9
Cc1ccccc1CNC(=O)c1ccccc1	-34	4	0.13	9	7	-36	-11	-23	27
CCc1cc2c(=O)c(-c3ccc4c(c3)OCCO4)coc2cc1OC(=O)c1ccco1	-13	11	1.4	-29	4	-13	12	-16	8
CNC(=O)c1sc(-c2ccccc2)nc1C	-10	-13	0.35	5	2	6	-2	-13	-1
CC(C)CC(=O)N1CCC(N2CCN(c3ccccc3)CC2)CC1	0	-1	-1	-25	2	-18	12	-9	-17
Cc1ccc(S(=O)(=O)N/N=C\c2ccc(Cl)c([N+](=O)[O-])c2)cc1	-8	15	0.51	-10	-3	-12	9	-4	-1

Limited to sEH inh, PLK1 kinase inh and E coli WT exp (two entries from above):
| Compound | sEH inh | PLK1 kinase inh | E coli WT exp |
| --- | --- | --- | --- |
| COCCCNC(=O)C1CCN(S(=O)(=O)N(CC(C)C)CC(C)C)CC1 | 3 | 2 | -1 |
| CCOC(=O)c1[nH]c(=O)[nH]c1COC(=O)c1cc2ccccc2o1 | 8 | -4 | -13 |

Going on with the list.
SMILES	PLK1 kinase inh	F-actin modifier	hDAT+cocaine	sEH inh	E coli WT exp	HUVEC tox TNFa	Plk1 PBD FP	IL1B cytotox	VCAM1 TNFa inh
C=CCN1C(=O)/C(=C2\SC(N3CCOCC3)=NC2=O)c2cc(Br)ccc21	-8	22	-0.33	-3	1	-16	-5	3	5
N#CC1=C(N)N(c2ccccc2)C2=C(C(=O)CCC2)C1c1cccs1 (stereo unspecified)	-12	-8	-0.0088	14	2	-8	-34	-1	25
O=C(NCCCN1CCN(c2cccc(Cl)c2)CC1)c1nc(-c2ccncc2)no1	-10	8	1.1	10	-1	-20	1	-17	25
CCNC(=O)c1ccc(C2SCC(=O)N2Cc2ccco2)cc1 (stereo unspecified)	-10	-6	-1	4	5	-11	1	-5	9
COc1cccc(CNC(=O)c2nnn(-c3ccc(OC(F)(F)F)cc3)c2N)c1	-6	-12	-0.16	6	5	-3	23	15	-1
COc1ccc(OC)c(NC2=NC3(CCCCC3)N=C(N)N2)c1	-7	16	0.069	-7	1	5	-4	8	-2
Cc1occc1-c1nnc(SCC(=O)Nc2ccc3c(c2)OCO3)n1CC1CCCO1 (stereo unspecified)	-14	21	1.8	5	-7	-7	24	-6	2
CCC(=O)N1CCc2cc(S(=O)(=O)NCCC(=O)N3CCN(Cc4ccccc4)CC3)ccc21	-8	19	1.2	5	-1	-30	18	-8	3
C=CCn1c(N)c(C(=O)NCC2CCCO2)sc1=S (stereo unspecified)	-12	/	0.075	-1	3	-32	-10	-38	-3
COc1ccccc1NC(=O)CN1CCN(CC(=O)Nc2ccc(OCc3ccccc3)cc2)CC1	-5	-10	0.47	-12	-12	-18	11	35	27
COCc1cc(C)nc(OCC(=O)N/N=C/c2cccc(OC)c2)c1C#N	-1	-3	0.32	-5	2	3	-2	24	9
CC(=O)Nc1ccc(-c2nnc(SCc3ccccc3C#N)n2C)cc1	4	-2	-0.28	2	9	-18	-20	16	9
COc1ccc(OC)c(NC(=O)C2COc3ccccc3O2)c1 (stereo unspecified)	-9	-2	-0.12	19	-7	0	-3	-3	-9
O=C(NC1CCCCCCC1)c1ccc2c(c1)N(Cc1ccc(F)cc1)C(=O)CS2=O (stereo unspecified)	-12	12	0.17	71	-5	-26	-6	-10	12
COc1cccc(NS(=O)(=O)c2ccc3[nH]cc(C(=O)NCCN4CCOCC4)c(=O)c3c2)c1	-8	0	/	0	-4	-20	-19	68	-17
O=C(Nc1nc2ccccc2[nH]1)c1ccccc1	-7	12	0.27	-10	11	2	-22	-23	10
COc1cc(C(=O)Oc2c(CN3CCOCC3)cc(Cl)c3cccnc23)cc(OC)c1OC	-9	2	/	/	42	-1	14	5	24
Cc1cccc(NC2=Nc3ccccc3N3C2=Nc2c(c(C)nn2-c2ccccc2)C3c2ccc(O)c(O)c2)c1 (stereo unspecified)	-2	1	-0.089	/	-8	-25	-9	-6	13
Cc1ccc(OCC(=O)Nn2cnnc2)c(Br)c1	-7	-9	-0.93	-3	/	/	6	3	-19
CC(C)CCNc1nnnc2c1sc1nc(N3CCOCC3)c3c(c12)CC(C)(C)SC3	24	-27	0.015	-7	-6	4	4	-19	13
Cc1cccc(N2CCN(S(=O)(=O)c3c(C)[nH]c(=O)[nH]c3=O)CC2)c1C	-11	/	-0.031	10	-5	-5	5	-2	17
C=CCc1ccccc1OCC(O)CN(CC)CC (stereo unspecified)	0	12	-0.26	-4	0	-28	-9	-103	3
OCCN(CCO)c1ncnc2c1sc1nc(N3CCOCC3)c3c(c12)CCCC3	-2	2	4.1*	-15	1	-4	5	-12	-2
